Screening results (PubChem)
SMN2 splice up: SMN2 splice variant enhancement; HEK293 SMN2-luciferase splicing reporter, luminescence, 30-36 h; Potency, µM (top dose mostly 46.1 µM), for inactives: top-dose activity change, positive = activation, usual class: activators; 210,000 tested, 2.8% active; also: potency is read from the fitted curve at half-maximal effect; % of control where 0% means no effect; nearly all actives have a fitted effect of over 55% in size
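HEK293 cells carry an SMN2 minigene-luciferase reporter in which exon 7 inclusion puts luciferase in frame. Cells were seeded at 2000 cells/well, attached for 10-12 hours, then exposed to compounds for 30-36 hours at 37C before ONE-Glo luminescence.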
Lamin A splicing: changes lamin A minigene splicing in HeLa cells | 200,000 tested, 0.01% active | Potency, µM (doses to about 46.1 µM), inactives show at the top dose ratio change, negative = inhibition, most hits filed as inhibitors | HeLa LMNA splicing GFP/RFP minigene ratio, 48 h | AID 1487; active = well fitted inhibition curve with a large enough effect in the signal ratio, with a control signal flat, not every such curve was filed as active; inconclusive = small, poorly fitted or top-dose-only effect, or effect the other way, or a change in a side signal; the % refers to the signal ratio; also: potency is read from the fitted curve at half-maximal effect; % is scaled to controls: 0 for no effect and ±100 for the full control effect
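Read-out is the ratio of GFP to DsRed2 object intensity, acquired by 488 nm laser-scanning cytometry on HeLa lamin A-EGFP minigene reporter cells. Compound incubation 48 hrs at 37 °C in Opti-MEM with 2% FBS; DMSO 0.5% final.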
HttQ103 aggreg: inhibitors of mutant huntingtin aggregate formation in PC12 cells; PC12 HttQ103-GFP aggregates, Acumen cytometry, 40 h; Potency, µM (series often up to 46.1 µM), for inactives: at the top dose activity change, negative = inhibition, usual class: inhibitors; 220,000 tested, 1.1% active; also: potency is read from the fitted curve at half-maximal effect; % is scaled to controls: 0 for no effect and ±100 for the full control effect; nearly all actives have a fitted effect of over 60% in size
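PC12/HTTQ103-GFP, ecdysone-inducible; teb 100 nM; cpd qHTS titration; GFP aggregates read on laser cytometer, Ex 488/Em 500-530 nm.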
CBFb-RUNX1 inh: CBF-beta/RUNX1 interaction disruption; Q01196+Q13951; Potency, µM (top dose mostly 59.8 µM), for the others: at the highest dose activity, negative = inhibition, usual class: inhibitors; AlphaScreen CBFb-His/RUNX1-biotin binding, biochemical; 230,000 tested, under 10 active; also: % of control where 0% means no effect
Target sequence (Q01196 whole entry, looked up): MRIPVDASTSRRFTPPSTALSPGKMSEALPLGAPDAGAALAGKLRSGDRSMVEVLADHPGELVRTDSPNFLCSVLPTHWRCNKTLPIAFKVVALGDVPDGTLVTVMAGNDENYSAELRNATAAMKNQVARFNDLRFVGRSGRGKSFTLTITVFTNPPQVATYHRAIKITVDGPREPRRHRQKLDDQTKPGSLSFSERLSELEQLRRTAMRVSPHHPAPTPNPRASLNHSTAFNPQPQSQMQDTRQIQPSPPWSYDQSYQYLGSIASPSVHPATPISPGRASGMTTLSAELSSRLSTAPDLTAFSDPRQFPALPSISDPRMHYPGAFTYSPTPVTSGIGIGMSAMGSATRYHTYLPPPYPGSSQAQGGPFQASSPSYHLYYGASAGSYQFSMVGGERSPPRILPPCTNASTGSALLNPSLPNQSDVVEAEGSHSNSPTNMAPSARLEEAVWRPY
Target sequence (Q13951 whole entry, looked up): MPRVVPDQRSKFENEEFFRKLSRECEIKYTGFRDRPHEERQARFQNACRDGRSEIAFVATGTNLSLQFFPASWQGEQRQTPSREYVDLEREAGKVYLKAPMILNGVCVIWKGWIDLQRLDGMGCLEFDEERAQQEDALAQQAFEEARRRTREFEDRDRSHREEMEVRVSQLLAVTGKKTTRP
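Bead-based AlphaScreen assay; binding partners His-tagged CBF-beta and biotinylated RUNX1 at 30 nM each. Compound exposure 15 min after a 20-min protein preincubation; bead step 90 min; all steps at room temperature.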
Luc counter: blocks Kinase-Glo luciferase, a counter-screen artifact. Q27757. Kinase-Glo luciferase, ATP luminescence, 8 min. Potency, µM (doses to about 38.3 µM), for the others: at the highest dose activity change, negative = inhibition, hits mostly inhibitors. 200,000 tested, 0.28% active. AID 1379; also: potency is read from the fitted curve at half-maximal effect; % is scaled to controls: 0 for no effect and ±100 for the full control effect; nearly all actives have a fitted effect of over 60% in size
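Compound is pinned into ATP-containing buffer (10 uM ATP, imidazole pH 7.2, 7 mM MgCl2). Kinase-Glo luciferase reagent is then added. Light output is recorded following an 8-min room-temperature incubation.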
IMPase Li cell: membrane-permeable IMPase blocker, potentiated with lithium; CHO-M1 cells, IP1 TR-FRET (IP-One), carbachol + lithium; Potency, µM (series often up to 59.4 µM), for the others: at the top dose activity, negative = IMPase inhibition, hits mostly inhibitors; 210,000 tested, 0.35% active; AID 1457;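 also: IP1 builds up when IMPase is blocked and the TR-FRET signal falls; potency is read from the fitted curve at half-maximal effect; plate controls were basal vehicle for no effect and high inhibitor control for full effect; nearly all actives have a fitted effect of over 50% in size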
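Concentration–response in CHO-M1 cells, lithium-potentiated; 30 min at 37C. IP1 detected by competitive TR-FRET after 10 min lysis at RT. Hill-fitted AC50.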
HTT ATP protect: cytoprotection in Huntington HTT-Q103 PC12 cell model; 230,000 tested, 0.14% active; AID 1471; PC12 HTT-Q103 induced, cytoprotection, ATP luminescence, 40 h; Potency, µM (doses to about 56.4 µM), inactives show cytoprotection (ATP increase), actives largely listed as activators;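 also: potency is read from the fitted curve at half-maximal effect; % of control where 0% means no effect; nearly all actives have a fitted effect of over 45% in size; toxic huntingtin expression switched on by the ecdysone agonist tebufenozide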
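Stable PC12 Q103-GFP cells in serum-supplemented, phenol red-free DMEM; induction by tebufenozide at 100 nM final; compound dose series; cell viability quantified luminescently from ATP.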
* marks the source's active call; other numbers are inactive results; ? = inconclusive; . = no result given; & = joins results of further samples; [ ] = remark or other dose. Unless noted, calls follow the shape of the dose curve; as a rule, active = well fitted curve in the direction sought with a large enough effect; inconclusive = small, poorly fitted or top-dose-only effect, or another doubt; inactive = no such curve, though single readings can be large; an effect the other way counts as inactive or inconclusive.

nr | molecule | SMN2 splice up | Lamin A splicing | HttQ103 aggreg | CBFb-RUNX1 inh
1 | O=C(/C=C/c1ccccc1F)c1cccc([N+](=O)[O-])c1 | -2.6% | ? | 20.1% | -1.9%
2 | O=C(OCc1ccc(COC(=O)c2cccnc2Cl)cc1)c1cccnc1Cl | -4.1% | -7.1%[46 µM] | 4.4% | 19.6%
3 | CCC(C)NC(=O)c1c(F)c(F)c(F)c(F)c1F (configuration not stated) | -31.5%[inhibitor] | -4.5% | -5.8% | 0.3%
4 | O=C(NNC(=S)NC(=O)c1cccs1)c1cccnc1 | -3.0% | -12.2%[46 µM] | -20.6% | 1.7%
5 | CCC(Oc1ccccc1)C(=O)Nc1nnc(C)s1 (configuration not stated) | -19.4% | -4.2% | -3.8% | 1.5%
6 | COc1c(O)cc2c(c1O)C(=O)CC(c1ccccc1)O2 (configuration not stated) | . | . | 0.6%[9.22 µM] | 0.7%
7 | COc1ccc(N(CC(=O)N2CCN(C)CC2)S(=O)(=O)c2ccccc2)cc1OC | -9.1% | 4.1% | 5.2% | -0.6%
8 | CCOc1cc(C2C3=C(CCCC3=O)NC3=C2C(=O)CCC3)ccc1OCCO | 31.9% | -4.9% | -3.5% | 5.2%
9 | COc1cc(-c2oc3cc(O)ccc3c(=O)c2O)ccc1O | ? | ? | . | .
10 | COc1ccc(CN(C(=O)CCC(=O)N2CCCCC2)c2nccs2)cc1OC | -23.3% | . | . | 2.4%
11 | O=C(N[C@@H](Cc1ccccc1)C(=O)OCC(=O)N1CCOCC1)c1cccs1 | 9.0% | -5.4%[46 µM] | 14.1% | 8.6%
12 | Cc1ccc(S(=O)(=O)N(C)C)cc1NC(=O)CCNC(=O)c1ccccc1Cl | -6.2% | -9.9% | -10.7% | -1.5%

nr | Luc counter | IMPase Li cell | HTT ATP protect
1 | -4.6% | 6.8% | .
2 | -2.1% | 20.6% | 5.0%
3 | 1.0% | -3.7% | 18.1%[1.9 µM]
4 | -3.1% | 3.3% | -58.3%[inhibitor]
5 | 0.6% | -3.8%[38.3 µM] | -21.1%
6 | . | 1.0% | -11.1%[10 µM]
7 | 9.1% | 7.0%[38.3 µM] | -14.0%
8 | 0.2% | 16.7%[38.3 µM] | -11.1%[0.074 µM]
9 | -5.8% | ? | .
10 | -1.2% | 11.3% | .
11 | -0.5% | -6.6% | -43.6%
12 | 1.9% | -6.4% | 0.9%[10 µM]

3 compounds from above, reduced to IMPase Li cell and Luc counter.
item	SMILES	IMPase Li cell	Luc counter
4	O=C(NNC(=S)NC(=O)c1cccs1)c1cccnc1	3.3%	-3.1%
10	COc1ccc(CN(C(=O)CCC(=O)N2CCCCC2)c2nccs2)cc1OC	11.3%	-1.2%
9	COc1cc(-c2oc3cc(O)ccc3c(=O)c2O)ccc1O	?	-5.8%

(further entries)
nr | molecule | SMN2 splice up | Lamin A splicing | HttQ103 aggreg | CBFb-RUNX1 inh
13 | CCOC(=O)c1cc(CC)sc1NC(=O)c1cc(OCC)c(OCC)c(OCC)c1 | -18.1% | -0.3% | -7.2% | 5.1%
14 | COC(=O)c1ccc(N(C(=O)c2ccco2)C(C(=O)NC2CCCC2)c2ccco2)cc1 (configuration not stated) | 24.1% | -2.3% | 11.5% | 9.6%
15 | O=C1C=C(NCCc2cc(Br)c(O)c(Br)c2)C(=O)c2ncccc21 | -44.1%[inhibitor][9.22 µM] | . | . | .
16 | CCOc1ccc(C2=C(C=C(C#N)C#N)C(c3ccccc3)c3ccccc3O2)cc1 (configuration not stated) | -8.1%[1.84 µM] | ? | ? | -25.1%
17 | O=C(/C=C/c1ccc(Cl)cc1Cl)Nc1cccc(S(=O)(=O)NC2=NCCCCC2)c1 | 14.6% | ? | -20.0% | -6.0%
18 | CSc1ccccc1N=CC1=C(O)CC(C)(C)CC1=O | -29.2% | -4.1% | -0.5% | -1.2%
19 | COc1ccc(S(=O)(=O)N2CC3CCCN3c3cc(C(F)(F)F)ccc32)cc1 (configuration not stated) | -13.1% | 10.5% | ? | 1.4%
20 | CCN1CCN(Cc2ccc(NC(=O)CC3Oc4ccc(C)cc4NC3=O)cc2)CC1 (configuration not stated) | -22.0% | -1.9% | 9.6% | 3.1%
21 | CCCCC(c1nnnn1CCOC)N1CCN(C)CC1 (configuration not stated) | -7.9% | -1.8% | -2.7% | 10.2%
22 | COc1ccc2nc(SCC(=O)N(C)C3CCCCC3)c(C#N)cc2c1 | -14.1% | ? | 9.8% | 12.7%
23 | Cc1ccc(CN2C3=NCCN3c3ccccc32)cc1 | -5.8% | -3.3%[46 µM] | -20.7%[9.22 µM] | 4.2%
24 | C=CCn1c(SCC(=O)Nc2cc3oc4ccccc4c3cc2OC)nnc1-c1cnccn1 | . | -0.8% | -20.0% | -6.1%

nr | Luc counter | IMPase Li cell | HTT ATP protect
13 | -1.9% | -10.2%[38.3 µM] | -1.4%
14 | 7.6% | 16.4% | 4.4%[1.9 µM]
15 | -6.3%[7.66 µM] | -0.3% | -72.9%[inhibitor][10 µM]
16 | -5.3% | 4.7% | 23.1%[10 µM]
17 | 0.2% | 9.9% | -5.3%[0.074 µM]
18 | 2.9% | 3.6% | 27.2%
19 | 1.1% | 4.9%[38.3 µM] | -39.1%[inhibitor]
20 | 0.2% | 27.2%[38.3 µM] | 2.2%
21 | -1.5% | -1.8% | -0.2%[10 µM]
22 | -1.0% | 10.1% | -14.2%[10 µM]
23 | 0.0% | 12.4% | -34.1%[inhibitor]
24 | . | . | 1.2%

Going on with the list.
nr | molecule | SMN2 splice up | Lamin A splicing | HttQ103 aggreg | CBFb-RUNX1 inh
25 | O=C(CCN1C(=O)/C(=C/c2ccccc2Cl)SC1=S)NNC(=O)c1cccnc1 | . | . | 21.3%[9.22 µM] | -4.1%
26 | O=C(Nc1cccc(S(=O)(=O)Nc2ccc(Cl)cc2)c1)c1ccc2c(c1)OCCO2 | -59.3%[inhibitor] | ? | ? | 6.4%
27 | COc1ccc(CCCNC(=O)CC#N)cc1OC | . | -4.9% | -7.6% | -2.4%
28 | Cc1cccc(OCCN2C(=O)C(=O)c3cccc(C)c32)c1 | -6.6% | -10.1% | -16.2% | -3.8%
29 | O=C1c2ccccc2C(O)N1Cc1cccs1 (configuration not stated) | . | . | -4.4%[9.22 µM] | -0.9%
30 | Cc1noc(C)c1-c1nc(NCc2ccccc2)c2ccccc2n1 | . | ? | . | .
31 | Nc1nc(N2CCCCC2)c(C=O)c(N2CCCCC2)n1 | 2.2% | 3.9%[46 µM] | 5.1% | 0.9%
32 | CCOC(=O)C1CCCN(Cc2nc(Cc3ccccc3Cl)no2)C1 (configuration not stated) | . | . | 4.4%[9.22 µM] | -2.0%
33 | OCC1(Cc2ccccc2)CCCN(Cc2ccc(-c3ccco3)cc2)C1 (configuration not stated) | . | 1.7%[46 µM] | -11.1%[9.22 µM] | 1.6%
34 | Cc1ccc(Cn2ccc(NC(=O)c3nc4ncccn4n3)n2)cc1 | -8.4% | ? | -14.8% | -5.7%
35 | O=C(NNS(=O)(=O)c1ccc(F)cc1)c1ccc(S(=O)(=O)N2CCCCC2)cc1 | ? | -2.7% | -5.1% | 11.8%
36 | CCOC(=O)N1CCC(NC(=O)C(NS(=O)(=O)c2ccc3c(c2)CCN3C(C)=O)C(C)C)CC1 (configuration not stated) | 18.8% | -8.0% | -31.5% | -8.5%

nr | Luc counter | IMPase Li cell | HTT ATP protect
25 | . | . | 18.7%[10 µM]
26 | 2.2% | 9.0% | 21.5%[10 µM]
27 | . | . | 7.2%
28 | -2.6% | -1.4% | -0.4%[10 µM]
29 | . | -0.8% | 1.7%[10 µM]
30 | . | 19.9% | -93.3%[inhibitor]
31 | 1.3% | -0.5% | ?
32 | . | 15.5% | 18.4%[10 µM]
33 | -2.0% | 19.8% | -7.9%[10 µM]
34 | 0.0% | -7.3%[38.3 µM] | -13.1%
35 | -2.2% | -2.7% | -1.4%[10 µM]
36 | 3.0% | 27.8%[38.3 µM] | -5.5%

The results go on:
nr | molecule | SMN2 splice up | Lamin A splicing | HttQ103 aggreg | CBFb-RUNX1 inh
37 | COc1ccc(S(=O)(=O)Nc2cccc(N(C)S(C)(=O)=O)c2)cc1C | -29.3% | ? | 3.7% | -2.0%
38 | CC(C)N(Cc1nc(-c2ccc3c(c2)OCO3)no1)CC1CCC(=O)N1 (configuration not stated) | . | 33.5%[46 µM] | -5.7%[9.22 µM] | 5.6%
39 | N#Cc1c(/N=C/c2cccs2)sc2c1CCCCC2 | -24.5% | 9.2% | -2.6% | -3.8%
40 | COC(=O)c1ccccc1NC(=S)NC(=O)c1ccc2ccccc2c1 | 4.4% | -4.3% | 12.2% | -4.8%
41 | CN(C)c1ccnc(N(Cc2ccccc2)Cc2ccccc2)c1C#N | 4.5% | ? | -14.6% | 25.3%
42 | CCOCCCNC(=O)c1ccc(CS(=O)(=O)Cc2ccc(C)cc2)o1 | 0.7% | 14.9% | -14.9% | 2.6%
43 | CCCCC(CC)COC(=O)c1ccc(N(C)C)cc1 (configuration not stated) | -5.6% | ? | 34.3% | 15.5%[21.7 µM]
44 | Cc1nc2c(S(=O)(=O)c3ccccc3)cnn2c(C)c1C | -9.5% | 20.2%[46 µM] | -20.7% | -6.1%
45 | Cc1c(Cl)c([N+](=O)[O-])nn1CCCC(=O)Nc1cccnc1 | -5.2% | . | 1.4% | -5.7%
46 | CN(C1CCCCC1)S(=O)(=O)c1cccc(C#N)c1 | -2.3% | . | 11.9% | 4.7%
47 | O=C(CN(Cc1ccc(F)cc1)S(=O)(=O)c1ccccc1)N1CCCCC1 | -14.8% | 3.4% | 0.3% | 4.3%

nr | Luc counter | IMPase Li cell | HTT ATP protect
37 | -0.5% | 13.8% | ?
38 | 2.2% | -1.6% | 12.4%[10 µM]
39 | ? | 26.7%[38.3 µM] | -66.4%[inhibitor]
40 | 0.2% | 6.0% | 18.6%[10 µM]
41 | -4.0% | 36.5%[38.3 µM] | -13.7%
42 | -0.4% | -4.3%[38.3 µM] | -7.6%
43 | . | -13.9% | 2.8%&-24.7%
44 | -0.7% | -1.5% | 8.7%[10 µM]
45 | 4.5% | 8.2% | -28.0%[10 µM]
46 | -0.8% | -0.1% | -8.2%
47 | 1.0% | -2.6%[38.3 µM] | 18.5%
